RGS4 block: human RGS4 inhibition | P49798 | HEK293 M3R/RGS4 inducible, Fluo-4 calcium flux; active compounds read high; triggered by carbachol at its EC20 | B-score at 10 µM | actives 0.45% (n = 310,000) | AID 463165;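 active = B-score, a plate-corrected calcium signal, over three deviations above library mean, with baseline fluorescence within five deviations of library mean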;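 also: RGS4 expression induced by doxycycline in cells with stable M3 receptor; B-score is computed from the integrated fluorescence ratio over baseline after carbachol; higher B-score means a larger calcium signal and so more RGS4 inhibition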
Target sequence (P49798 whole entry, looked up): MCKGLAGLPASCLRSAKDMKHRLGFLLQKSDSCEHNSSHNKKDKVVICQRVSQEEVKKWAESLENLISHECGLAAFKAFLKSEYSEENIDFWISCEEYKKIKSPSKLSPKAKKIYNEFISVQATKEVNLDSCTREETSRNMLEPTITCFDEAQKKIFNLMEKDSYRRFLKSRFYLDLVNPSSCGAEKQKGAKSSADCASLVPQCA
KCNK9 block: inhibitors of human KCNK9 two-pore domain potassium channel; actives 1.2% (n = 310,000); B-score at 10 µM; HEK293 KCNK9, FluxOR thallium flux fluorescence; active compounds read low; Q9NPC2; AID 488922;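 active = ratio B-score over 3 SD below the library mean, with starting fluorescence within 5 SD of its mean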;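 also: negative B-score means less thallium flux so channel inhibition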
hERG protect: hERG (human) protection from proarrhythmic block; activation (rescue from dofetilide block), less the hit threshold, % at 10 µM; Q12809; CHO-hERG, FluxOR thallium flux, dofetilide IC70 present; actives 0.51% (n = 310,000);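 active = activation above the mean of controls blocked by dofetilide plus 5 SD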;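 also: thallium influx through hERG after potassium depolarization seen as dye fluorescence rise; in these data hits start at about 4.7%; inactives centre near -7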
KCNQ1 block: human KCNQ1 channel inhibition | B-score at 10 µM | CHO-K1 KCNQ1, FluxOR thallium flux fluorescence; active compounds read high | actives 1.3% (n = 310,000);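 active = compounds whose thallium flux B-score, printed positive for inhibition, exceeds three library SD while starting fluorescence stays within three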;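 also: channel opened by potassium depolarization with thallium stimulus after 20 min compound exposure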
RGS4 act: potentiators or activators of RGS4; actives 0.92% (n = 310,000); AID 463111; B-score at 10 µM; HEK293 M3R/inducible RGS4, carbachol calcium flux Fluo4; active compounds read low;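 active = B-score of the integrated calcium signal more than 4 SD below the library mean, with starting fluorescence not abnormally high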;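 also: negative B-score means reduced calcium response which marks RGS4 activation or potentiation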
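Assay system: Inducible-RGS4 HEK293 cells carrying M3 receptor | Schedule: Compound preincubation 20 min at room temperature before agonist | Signal: Kinetic calcium fluorescence imaging with Fluo4-AM dye, 2 µM | Read-out basis: B score from integrated fluorescence ratio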
KCNQ1 pot: potentiators or activators of human KCNQ1 potassium channel; P51787; CHO-K1 KCNQ1, thallium flux FluxOR fluorescence; active compounds read high; B-score at 10 µM; actives 0.35% (n = 310,000); AID 2648;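 active = fluorescence ratio B-score, a plate-corrected score, at least three library SD, with initial intensity B-score within 5 SD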
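System: CHO-K1 cells stably expressing KCNQ1 / Medium: assay buffer for compound exposure, DMSO matched across wells / Reagent: thallium- and potassium-containing depolarizing buffer / Compound: one concentration, matched DMSO / Incubation: 20 min compound pretreatment at room temperature / Measured by: kinetic FluxOR fluorescence, 10 s baseline plus 110 s post-stimulus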
TMEM16A inh: mouse TMEM16A channel inhibition, primary screen; Q8BHY3; HEK293 TMEM16A/YFP iodide influx fluorescence, ionomycin; normalized B-score (activity score, 25-100; higher = stronger inhibition) at 10 µM; AID 588511; actives 1.2% (n = 310,000);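 active = ratio plate-corrected score three or more library SD toward inhibition, starting fluorescence score within five deviations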;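 also: score derived from kinetic fluorescence span divided by baseline fluorescence per well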
HDAC3 inh: inhibitors of human histone deacetylase 3; O15379; recombinant HDAC3, fluorogenic peptide/trypsin coupled, fluorescence; inhibition, % at 8.3 µM; actives 0.15% (n = 320,000); in the data active = inhibition above about 26%, passing the limit was not always enough
Target sequence (O15379 whole entry, looked up): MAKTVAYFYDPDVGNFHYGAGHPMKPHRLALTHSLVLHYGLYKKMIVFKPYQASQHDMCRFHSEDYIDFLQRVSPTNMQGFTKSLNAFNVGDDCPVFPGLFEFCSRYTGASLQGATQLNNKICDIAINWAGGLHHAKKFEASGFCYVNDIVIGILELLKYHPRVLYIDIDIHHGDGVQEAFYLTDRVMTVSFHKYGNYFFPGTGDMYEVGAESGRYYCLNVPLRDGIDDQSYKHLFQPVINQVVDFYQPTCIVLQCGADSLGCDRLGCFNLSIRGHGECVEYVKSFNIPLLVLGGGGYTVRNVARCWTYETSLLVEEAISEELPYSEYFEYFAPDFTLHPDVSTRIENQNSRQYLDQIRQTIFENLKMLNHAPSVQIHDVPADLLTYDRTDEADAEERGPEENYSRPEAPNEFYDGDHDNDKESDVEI
KCNK3 block: human KCNK3 channel inhibition, primary screen | O14649 | CHO-KCNK3 thallium flux, FluxOR fluorescence; active compounds read low | B-score at 10 µM | actives 0.84% (n = 340,000);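 active = B-score under library mean minus 4 SD, starting fluorescence ratio at most library mean plus 5 SD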;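 also: more negative B-score means stronger inhibition of thallium flux through KCNK3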
Target sequence (O14649 whole entry, looked up): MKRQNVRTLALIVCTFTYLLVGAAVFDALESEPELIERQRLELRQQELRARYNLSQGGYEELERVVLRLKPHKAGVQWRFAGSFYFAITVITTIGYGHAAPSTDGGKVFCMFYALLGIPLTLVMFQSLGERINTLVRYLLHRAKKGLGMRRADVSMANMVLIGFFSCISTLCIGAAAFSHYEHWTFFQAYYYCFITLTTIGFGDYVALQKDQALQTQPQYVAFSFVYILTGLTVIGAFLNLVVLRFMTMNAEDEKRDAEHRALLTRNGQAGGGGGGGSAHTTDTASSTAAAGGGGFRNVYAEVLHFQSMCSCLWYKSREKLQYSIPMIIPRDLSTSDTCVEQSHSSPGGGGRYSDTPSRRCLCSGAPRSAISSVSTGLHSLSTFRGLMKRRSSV
SKKanGAS inh: SKKanGAS growth inhibition; AID 1662; actives 1.3% (n = 300,000); inhibition, % at 7.5 µM; S. pyogenes SKKanGAS, kanamycin growth, BacTiter-Glo, 6 h;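 active = mean replicate score, as percent of positive control median, at least 50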;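 also: strain carries kanamycin resistance gene driven by streptokinase promoter and grows in 40 µg/ml kanamycin; loss of luminescence reflects streptokinase promoter inhibition or plain growth inhibition; 0% = median of DMSO wells and 100% = positive control at its reference dose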
TMEM16A act: activators or potentiators of mouse TMEM16A chloride channel | actives 0.3% (n = 340,000) | B-score at 10 µM | Q8BHY3 | HEK293 TMEM16A/YFP-H148Q/I152L, iodide quench fluorescence; active compounds read low;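 active = fluorescence-ratio B-score plate-corrected deviation score at least 3 library SD below zero, with starting fluorescence score within 5 deviations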;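 also: channel opened by trigger with iodide after compound preincubation; score built on the fluorescence ratio of max minus min over baseline; more negative score means more quench and so TMEM16A activation or potentiation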
* marks the source's active call; other numbers are inactive results; i = inactive; nt = not tested or not shown.

SMILES	RGS4 block	KCNK9 block	hERG protect	KCNQ1 block	RGS4 act	KCNQ1 pot	TMEM16A inh	HDAC3 inh	KCNK3 block	SKKanGAS inh	TMEM16A act
O=[N+]([O-])c1ccc2c(c1)c(-c1ccccc1)nc1nncn12	i	i	-20.9	i	i	i	nt	nt	i	2.7	i
O=C(Nn1cnnc1)c1ccc(Cl)cc1[N+](=O)[O-]	i	i	-10.5	i	i	i	i	-1.6	i	0.7	i
COc1ccc(C2N=C(c3ccccc3)C(C)(C)N2O)cc1 (stereo not given)	i	i	5.9*	i	i	i	i	2.9	i	1.1	i
O=C(O)c1cc(-c2ccc(Cl)cc2)n(-c2cccc(Cl)c2)n1	i	i	-3.5	i	i	i	i	-0.2	i	0.7	i
COc1cc(C=O)ccc1OCCOCCOc1cc(C)ccc1Cl	i	i	-13.8	i	i	i	i	3.5	i	-4.9	i
Cc1cc2c(cc1S(=O)(=O)NCc1ccc(N(C)C)cc1)OCC(=O)N2	i	i	-6.6	i	i	i	i	-6.5	i	-6.0	i
Cc1ccccc1-n1c(O)c(/C=C/C=Nc2ccccc2)c(=O)[nH]c1=O	i	i	-27.2	i	i	i	i	10.2	i	2.9	i
c1coc(-c2nnc(SCc3cn4ccccc4n3)o2)c1	i	i	-9.3	i	i	i	i	-1.5	i	1.0	i
CN(C)c1cccc2c1c(NC(=O)Nc1ccccc1)nn2C	i	i	-11.6	i	i	i	i	nt	i	-6.0	i
O=C(c1cc(-c2cccs2)on1)N1CCc2ccccc2C1	i	i	-9.5	i	i	i	i	-2.2	i	-4.6	i
Cc1cc(C(=O)N/N=C/c2ccc(Cl)c([N+](=O)[O-])c2)c(C)n1-c1ccc(F)cc1	i	i	-4.6	i	i	i	i	1.3	i	6.2	i
CCCc1nc2ccc(NC(C)=O)cc2c(=O)n1Cc1ccccc1Cl	i	i	-4.3	i	i	i	i	-15.6	i	7.8	i
COc1ccccc1CCNC(=O)CSc1ccc(-c2ccco2)nn1	i	i	-7.0	i	i	i	i	1.6	i	-2.6	i
CSc1n[nH]c(NCc2ccc(Cl)cc2)n1	i	i	-9.9	i	i	i	i	0.9	i	-0.3	i
O=S(=O)(c1ccccc1)N(CC1CO1)c1cc(Cl)ccc1Cl (stereo not given)	i	i	-8.9	i	i	i	i	-1.9	i	-13.6	i
COC(=O)c1ccccc1NC(=O)C1CCN(S(C)(=O)=O)CC1	i	i	-2.8	i	i	i	i	-1.9	i	0.0	i
CCOc1ccc(C(C)=O)cc1CN1C(=O)NC2(CCCCCCC2)C1=O	i	i	-4.0	i	i	i	i	nt	i	2.2	i
CC(=O)NC(=S)Nc1ccc(S(=O)(=O)Nc2ncccn2)cc1	i	i	0.2	i	i	i	i	-7.6	i	7.3	i
CCOc1ccc(N2CCCn3c2nc2c3c(=O)n(CCc3ccccc3)c(=O)n2C)cc1	i	i	-6.4	i	i	i	nt	nt	nt	26.0	nt
Cc1cccc(NC(=S)NC2CC3CCCC(C2)N3Cc2cccs2)c1C (stereo not given)	i	i	-2.6	i	i	i	i	-2.9	i	-1.6	i
CCOC(=O)c1c(C)nn(Cc2ccccc2)c1N	i	i	-5.9	i	i	i	i	-2.5	i	9.6	i
CCC(=O)N1CCc2cc(S(=O)(=O)CCC(=O)Nc3ccc(OC)cc3)ccc21	i	i	-5.2	i	i	i	i	1.6	i	5.1	i
O=C(N/N=C\C=C\c1ccc2c(c1)OCO2)C1COc2ccccc2O1 (stereo not given)	i	i	-9.9	i	i	i	i	6.0	i	-4.2	i
CC(C)(C)c1ccc(CSc2nnc(-c3ccccc3NC(=O)c3ccccc3)o2)cc1	i	i	-1.1	i	i	i	i	-4.4	i	5.3	i
O=C(COC(=O)c1ccccc1Br)NCCN1C(=O)CSC1=O	i	i	-7.5	i	i	i	i	0.4	i	6.8	i
Cc1noc(N)c1C1(O)C(=O)N(C(C)C)c2ccccc21 (stereo not given)	i	i	-9.2	i	i	i	i	3.9	i	-9.7	i
COc1cc(OC)cc(C(=O)Nn2cc(C(=O)Nc3ccc(F)cc3F)c3ccccc3c2=O)c1	i	i	-7.3	i	i	i	i	1.2	i	5.4	i
CC(C)(C)C(=O)NC(=S)N1CCCC1	i	i	-7.2	i	i	i	i	-0.2	i	3.4	i
Cc1ccc2nc(NNC(=O)c3ccc(S(=O)(=O)N4CCc5ccccc5C4)cc3)sc2c1	i	i	-3.6	7*	i	i	i	1.2	i	79.4*	i
COc1ccc(NC(=O)COc2cccc3c2CCN(Cc2cccnc2)C3=O)cc1	i	i	-6.8	i	i	i	i	1.3	i	1.4	i
O=C(Oc1cccc(N2C(=O)CCC2=O)c1)c1ccccc1	i	i	-10.2	i	i	i	i	6.5	i	-3.8	i
O=C(NCc1cccnc1)c1ccccc1NS(=O)(=O)c1ccc(F)cc1	i	i	-6.2	i	i	i	i	1.4	i	-1.3	i
Cn1c(=O)c2[nH]c(CNc3ccc(C(=O)O)cc3)nc2n(C)c1=O	i	i	-4.6	i	i	i	i	4.1	i	0.4	i
O=C(c1ccc(S(=O)(=O)N2CCCC2)cc1)N(c1ccc(F)cc1)C1C=CS(=O)(=O)C1 (stereo not given)	i	i	-8.0	i	i	i	i	-3.3	i	-1.4	i
O=C(c1ccco1)N1CCN=C1SCc1cccc(Cl)c1	i	i	-3.3	i	i	i	i	0.0	i	6.6	i
COc1cc(OC)cc(C(=O)NCC(=O)OCC(=O)N2CC(C)CC(C)C2)c1 (stereo not given)	i	i	-17.5	i	i	i	i	-3.4	i	-11.7	i
c1nnn(C23CC4CC(CC(C4)C2)C3)n1	i	i	-5.7	i	i	i	i	-9.2	i	-2.2	i
CC(Oc1cc2oc(=O)c3c(c2cc1Cl)CCC3)C(=O)NCCCN1CCCC1=O (stereo not given)	i	i	-5.5	i	i	i	i	-1.9	i	-1.5	i
CC1=NNC(=O)C1CCC(=O)N/N=C/c1ccc(Cl)cc1 (stereo not given)	i	i	0.0	i	i	i	i	-11.9	i	-6.7	i
O=C(c1ccc(CN2CCOCC2)cc1)N1CCN(c2ccccc2F)CC1	i	i	-1.6	i	i	i	i	4.7	i	-3.2	i
O=[N+]([O-])c1cccc(NC(=S)N2CCCC2)c1	i	i	-7.0	i	i	i	i	3.8	i	nt	i
Cc1ccc(C)c(NC(=O)C2CC(O)CN2C(=O)OC(C)(C)C)c1 (stereo not given)	i	i	-3.4	i	i	i	i	0.7	i	-4.6	i
CSCc1ccc(C(=O)NCc2ccccc2)cc1	i	i	-7.6	i	i	i	i	nt	i	9.1	i
Cc1ccc(NC(=O)CSc2nnc(Cn3c(=O)sc4ccccc43)n2C)cc1	i	i	-4.7	i	i	i	i	0.7	i	-5.5	i
C=CCN(c1ccccc1)S(=O)(=O)c1cc2c(cc1C)N(C)CCO2	i	i	-15.8	i	i	i	i	nt	i	-2.3	i
OC1CCCN(c2c3c(nc4cc(-c5cccc(Cl)c5)nn24)CCC3)C1 (stereo not given)	i	i	-4.8	i	i	i	i	-0.4	-10.5*	10.2	i
COc1ccc(-n2nnc3c(=O)n(CC(=O)Nc4cc(C)on4)cnc32)cc1	i	i	-19.0	i	i	i	i	5.6	i	-3.3	i
Cc1cccn2c(=O)c3cc(S(=O)(=O)c4ccc(F)cc4)c(=N)n(Cc4ccco4)c3nc12	i	i	-7.6	i	i	i	i	-23.2	i	3.4	i
O=C(N/N=C\c1ccc(CNS(=O)(=O)c2ccccc2)o1)C(=O)Nc1ccc(F)cc1	i	i	-4.1	i	i	i	i	13.6	i	-2.8	i
COc1ccc(N2CCN(c3cc(C)c4cccc(C)c4n3)CC2)cc1	i	i	-14.4	i	i	i	i	-0.7	i	2.2	i

(further entries)
SMILES	RGS4 block	KCNK9 block	hERG protect	KCNQ1 block	RGS4 act	KCNQ1 pot	TMEM16A inh	HDAC3 inh	KCNK3 block	SKKanGAS inh	TMEM16A act
Cc1c(-c2ccccc2)sc2nc[nH]c(=S)c12	i	i	29.8*	i	i	91*	i	5.2	i	-5.9	i
COc1ccc(OC)c(NC(=O)CSc2ccc3nnc(-c4ccccn4)n3n2)c1	i	i	-5.0	i	i	i	i	-1.5	i	1.1	i
O=[N+]([O-])c1ccc(Cl)cc1N1CCOCC1	i	i	-12.2	i	i	i	i	1.6	i	-8.6	i
Cc1cccc(CSC2=NCCN2C(=O)c2ccc(S(=O)(=O)N(C)C)cc2)c1	i	i	-3.7	i	i	i	i	-1.6	i	-15.3	i
CC(C)c1ccc(OCC(=O)NNC(=S)NC(=O)c2ccco2)c(Br)c1	i	i	-12.8	i	-9.53*	47*	i	7.7	i	116.7*	i
COc1cccc(S(=O)(=O)NCc2ccc(C(=O)NCc3ccccn3)cc2)c1	i	i	-4.0	i	i	i	i	-1.8	i	2.4	i
Cc1cccc(NC(=O)c2ccc([N+](=O)[O-])s2)n1	i	i	-3.3	i	i	i	i	9.9	i	0.3	i
Cc1ccc(-c2nnn(CC(=O)N(CC3CCCO3)C(C(=O)NC3CCCCC3)c3ccc(F)cc3)n2)o1 (stereo not given)	i	i	-0.4	i	i	i	i	0.8	i	-9.8	i
O=C(COc1ccc2c(-c3ccccc3)cc(=O)oc2c1)NCc1ccccn1	i	i	-4.5	i	i	i	i	-1.5	i	-7.7	i
O=C1C2C3C=CC(C3)C2C(=O)N1c1ccc2ccccc2c1 (stereo not given)	i	i	-7.9	i	i	i	i	-2.9	i	0.6	i
COCCCC1CCN(Cc2nc(-c3ccccc3)no2)CC1	i	i	-6.6	i	i	i	i	2.8	i	6.1	i
CN1C(CC(=O)Nc2ccc(Br)cc2)c2ccccc2CC1(C)C (stereo not given)	i	i	-8.9	i	i	i	i	1.3	i	-1.0	i
O=C(CCN1C(=O)/C(=C/c2ccccc2F)SC1=S)NCCCN1CCOCC1	i	i	-7.3	i	i	i	i	5.0	i	0.8	i
CC(C)(C)n1nnnc1C(c1cccc(C#N)c1)N1CCCc2ccccc21 (stereo not given)	i	i	-1.5	i	i	i	i	0.2	i	-1.2	i
COc1ccccc1C1=NOC(Cn2c(NCCCO)nc3c2c(=O)n(C)c(=O)n3C)C1 (stereo not given)	i	i	-5.5	i	i	i	i	2.2	i	-0.8	i
CC(=O)Nc1ccc(SCC(=O)Nc2ccccc2Oc2ccccc2)cc1	i	i	-6.7	i	i	i	i	2.2	i	10.3	i
